LmPK inh: inhibitors of Leishmania mexicana pyruvate kinase | Q27686 | purified LmPK, Kinase-Glo ATP luminescence, 1 h | Potency, µM (top dose mostly 57.5 µM), without a hit: at the top dose activity change, negative = inhibition, usual class: inhibitors | actives 0.37% (n = 290,000) | AID 1721; also: potency is read from the fitted curve at half-maximal effect; % is scaled to controls: 0 for no effect and ±100 for the full control effect
Target sequence (Q27686 whole entry, looked up): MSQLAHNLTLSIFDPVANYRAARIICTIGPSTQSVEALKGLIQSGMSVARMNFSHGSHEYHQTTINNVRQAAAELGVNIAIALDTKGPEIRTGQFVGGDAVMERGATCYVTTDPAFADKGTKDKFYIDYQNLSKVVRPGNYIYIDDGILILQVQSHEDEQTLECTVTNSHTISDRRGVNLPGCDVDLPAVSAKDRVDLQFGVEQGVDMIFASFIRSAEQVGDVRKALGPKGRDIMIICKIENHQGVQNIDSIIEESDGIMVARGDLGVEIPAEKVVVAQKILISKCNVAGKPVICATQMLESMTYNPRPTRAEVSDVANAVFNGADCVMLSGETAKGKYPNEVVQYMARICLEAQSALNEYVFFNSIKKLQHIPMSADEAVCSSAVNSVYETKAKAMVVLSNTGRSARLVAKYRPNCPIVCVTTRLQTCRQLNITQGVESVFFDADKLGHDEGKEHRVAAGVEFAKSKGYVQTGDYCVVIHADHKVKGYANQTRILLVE
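Screened at intermediate enzyme activity to detect both inhibitors and activators: LmPK at 0.1 nM, with a 0.5 nM enzyme column as activation reference. PEP 0.5 mM, ADP 0.1 mM; ATP detected by luminescence after 1 h.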
Shiga toxin inh: Shiga toxin inhibition. Vero cells, Shiga toxin protein synthesis inhibition reporter. inhibition, % at 38.7 µM. actives 9.2% (n = 290,000). AID 2315; in the data active = inhibition mostly above about 28%, no sharp cut-off; inactive = mostly below about 43%; also: 0% is about no effect
Pf growth 96h: P. falciparum growth inhibition at 96 hours; Potency, µM (highest dose often 28.7 µM), for the others: top-dose activity change, negative = inhibition, most hits filed as inhibitors; P. falciparum luciferase reporter growth, 96 h; actives 6.9% (n = 320,000); also: potency is read from the fitted curve at half-maximal effect; % is scaled to controls: 0 for no effect and ±100 for the full control effect
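Parasite growth measured via integrated firefly luciferase reporter in P. falciparum. Infected erythrocytes at 2% hematocrit, 0.05% parasitemia final were treated 96 hours at 37 C under 5% CO2, and luminescence was read.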
TbPYK inhibitor: blocks Trypanosoma brucei pyruvate kinase; Q57TT1; TbPYK enzyme, Kinase-Glo Plus ATP luminescence, 45 min; Potency, µM (series often up to 76.8 µM), without a hit: top-dose activity, negative = inhibition, most hits filed as inhibitors; actives 0.12% (n = 410,000); AID 624173; also: potency is read from the fitted curve at half-maximal effect; % is scaled to controls: 0 for no effect and ±100 for the full control effect; nearly all actives have a fitted effect of over 50% in size
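Enzyme and substrate buffer are dispensed first and compound is pin-transferred. ADP at 130 uM final then starts the reaction, which runs 45 min at room temperature. Detection reagent is added for 10 min before luminescence is imaged.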
Cycloheximide cs: affects cycloheximide protein synthesis inhibition readout, counter-screen; AID 2314; actives 12% (n = 300,000); cell reporter, cycloheximide protein synthesis inhibition counterscreen; max response, %; in the data active = max response mostly above about 13%, no sharp cut-off; inactive = mostly below about 14%; also: read at 38.3 µM for the half of the compounds with a filed dose; 0% is about no effect
AMA1-RON2 inh: disrupts binding of P. falciparum AMA1 to RON2. AlphaScreen AMA1-biotinylated RON2 peptide binding. Potency, µM (doses to about 58.2 µM), inactives show top-dose activity change, negative = inhibition, most hits filed as inhibitors. actives 0.2% (n = 360,000);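 also: potency is read from the fitted curve at half-maximal effect; 0% = vehicle wells and -100% = peptide control; nearly all actives have a fitted effect of over 45% in size; some results filed as inactive show a strong effect at the top dose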
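AMA1 (3D7) with his tag at 25 nM final met compounds first, then biotinylated RON2 peptide at 25 nM; detection used donor plus acceptor beads, 10 µg/mL apiece, read by AlphaScreen after 30 min at room temperature.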
Pf growth 48h: P. falciparum growth inhibition at 48 hours (one generation); Potency, µM (titrated, usually from 28.7 µM), inactives show top-dose activity change, negative = inhibition, actives largely listed as inhibitors; P. falciparum luciferase growth in erythrocytes, 48 h; actives 5.9% (n = 310,000); also: potency is read from the fitted curve at half-maximal effect; % is scaled to controls: 0 for no effect and ±100 for the full control effect
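Compounds are pin-transferred into medium, infected erythrocytes (2% hematocrit, 0.1% parasitemia final) are added, and plates sit one parasite generation at 37 C in 5% CO2. Detection reagent is then added and luminescence measured.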
An asterisk follows results filed as active; i = inactive; ? = inconclusive; / = not tested or not shown; + = active, no number; [ ] = dose if it differs, or a comment. Unless noted, calls follow the shape of the dose curve; as a rule, active = well fitted curve in the direction sought with a large enough effect; inconclusive = small, poorly fitted or top-dose-only effect, or another doubt; inactive = no such curve, though single readings can be large; an effect the other way counts as inactive or inconclusive.

Each structure is followed by: Shiga toxin inh, Pf growth 96h, Cycloheximide cs, LmPK inh, TbPYK inhibitor, Pf growth 48h, AMA1-RON2 inh
> COc1cc(C(=S)N(C)C)ccc1O
 : 6, 10%, -4, -9%, ?, -2%, 3%
> O=C(CSc1nc2[nH]ncc2c(=O)n1-c1ccc(Cl)c(Cl)c1)NCc1ccccc1Cl
 : -18, ?, 0, 1%[11.5 µM], 2%, ?, 61%[activator]
> CCOC(=O)CC1C(=O)NCCN1c1nc2ccc(C)cn2c(=O)c1/C=C1\SC(=S)N(C(C)CC)C1=O (configuration not stated)
 : -7, ?, -4, -4%, /, ?, /
> Cc1cc(C)c2cc(C(c3nnnn3C3CCCC3)N3CCOCC3)c(=O)[nH]c2c1 (configuration not stated)
 : -4, 0%, 13, 1%, 3%, ?, 3%
> O=c1c2ccccc2ncn1Cc1nc2ccccc2s1
 : 7, -3%[5.75 µM], -2, 5%, -4%, 13%, -4%
> CC(=NCCc1c[nH]c2ccccc12)c1c(O)n(Cc2ccccc2)c(=O)[nH]c1=O
 : -11, ?, 1, -1%, 7%, ?, -13%
> Cc1ccc(CNC(=O)Cc2cn(C)c3ccccc23)cc1
 : 13, ?, 12, -2%, -3%, /, -9%
> O=C(NCc1ccccc1)C1CCC(=O)N(CCN2CCOCC2)C1 (configuration not stated)
 : -4, -9%, -2, 0%, -14%, 21%, 19%
> O=C(Nc1ccc(C(F)(F)F)cc1)c1cccc(-n2cnnn2)c1
 : /, ?, /, /, 1%, 10µM*, 2%
> CCN(CC)C(=O)Cn1cc(S(=O)(=O)CC(=O)NCc2ccc3c(c2)OCO3)c2ccccc21
 : -4, 12%, -8, -1%[11.5 µM], -18%, -47%, 0%
> COc1cc(OC)cc(C(=O)Nn2cc(C(=O)Nc3ccccc3F)c3ccccc3c2=O)c1
 : -19, ?, -5, 3%, 1%, 3%, -34%
> CC(C)(O)C#CC#CCN1CCOCC1
 : -5, 10µM*, 1, 4%, -5%, 7%, -1%
> CCCCCCCOc1ccc(OC(=O)c2ccncc2)cc1
 : 25, 7%, -1, -3%, -4%, /, 4%
> O=C(c1ccc2c(c1)OCO2)N1CCc2ccccc2C1
 : 55*, 7%, 70*, -9%, -2%, 40%[activator], 4%
> COCCCn1c(SCC(=O)N2CCCC(C)C2)nnc1-c1ccco1 (configuration not stated)
 : -12, 0.59µM*, -2, -2%, 0%, -5%, -8%
> O=C(Cn1nc(Cc2cccnc2)c2ccccc2c1=O)NCCCN1CCCC1=O
 : -8, -2%, -5, -6%, -5%, /, -8%
> O=C(O)c1cc([N+](=O)[O-])ccc1C(=O)Nc1cccc([N+](=O)[O-])c1
 : -5, 9%, 1, 1%, -6%, 9%, -9%
> Cc1nn(-c2ccc(C(=O)O)cc2)c(C)c1Cl
 : 58*, 34%[activator], 25*, 4%, -7%, 53%[activator], -14%
> O=C(CCC1CCCC1)Nc1nnc(-c2ccc3c(c2)OCO3)s1
 : -14, 0%, 1, 2%, -4%, 14%, 6%
> Cc1[nH]c(C)c(S(=O)(=O)NCc2ccc(F)cc2)c1C(=O)N1CCCCC1
 : -8, ?, -10, -7%, 22%, -9%, 2%
> N#Cc1c(N)nc2c(c1N)CC(CO)O2 (configuration not stated)
 : -19, 64%[activator], 7, -1%, 11%, 1%, 11%
> Cc1nc(-c2ccc(NC(=O)CC(C)C)cc2)cs1
 : +, 63%[activator], 38*, -10%, -14%, 152%[activator], 3%
> OCC[C@@H]1C[C@@H](O)[C@H](O)[C@]2(OCCc3ccccc32)O1
 : -11, ?, -2, -3%, -5%, 4%, -4%
> COC(=O)c1ccc(CO/N=C/c2ccccc2OC)cc1
 : 13, 34%, 6, 2%, 3%, 34%[activator], 53%[activator]
> CCc1nnc(NC(=O)CCC(=O)N2CCN(Cc3ccccc3)CC2)s1
 : 7, 26%, 6, 7%, 1%, ?, 5%
> O=C(CN(CC1CCCO1)C(=O)CNS(=O)(=O)c1ccc(Cl)cc1)NC1CCCC1 (configuration not stated)
 : 28, 6%, -1, 3%, -6%, 18%, -1%
> CC1(C)CC(=O)C2=C(C1)O[C@@]1(CCCCN3C(=O)c4ccccc4C3=O)Cc3cc(C#N)ccc3C2O1
 : i, 49%[activator][5.75 µM], -1, -6%[11.5 µM], /, 1.5µM*, /
> C=CCOC(=O)/C(=C\c1ccccc1)NC(=O)c1ccco1
 : -11, ?, -5, 4%, 3%, 2%, 4%
> Cc1cc(=O)[nH]c(SCC(=O)c2ccccc2)c1C#N
 : -17, 50%[activator], -1, -8%, -10%, 36%[activator], -4%
> CC(CNC(=O)CN1C(=O)CCSc2ccccc21)c1ccccc1 (configuration not stated)
 : -18, -14%, -2, 7%, 2%, -13%, -5%

Remaining list, next part.
Each structure is followed by: Shiga toxin inh, Pf growth 96h, Cycloheximide cs, LmPK inh, TbPYK inhibitor, Pf growth 48h, AMA1-RON2 inh
> Cc1cc(C)n(CC(C)NCc2cn[nH]c2-c2ccc(C)c(C)c2)n1 (configuration not stated)
 : 0, ?, -3, 1%, -5%, 8%, 5%
> O=C1C=C(N2CCOCC2)c2ccccc2C1=O
 : /, 19%, -8, -1%, -6%, ?, -22%
> CS(=O)(=O)N(CC(=O)NCc1ccco1)Cc1ccc(Cl)cc1
 : 10, /, -2, 13%, -13%, 11%, 7%
> CCNc1nc(N)nc(Oc2ccc(C(=O)OC)cc2)n1
 : 74*, 0.26µM*, 26*, -13%, -13%, 153%[activator], 7%
> O=C(CCn1[nH]c(=O)c2ccccc2c1=O)OC1CCCCC1
 : 9, ?, 7, 7%, 2%, ?, 12%
> c1cnc(N2CCN(c3nc4ccccc4n4cnnc34)CC2)nc1
 : 38, ?, 7, 3%, -8%, 32%[activator], 17%
> COc1cccc(NC(=O)N(Cc2ccco2)C(C)c2cccs2)c1 (configuration not stated)
 : 15, ?, 5, 0%, 0%, /, -10%
> Cc1ccc(CNC(=O)C2CC(=O)N(C3CCCCCC3)C2)cc1 (configuration not stated)
 : 2, ?, 5, 6%, 2%, ?, 7%
> O=C(N/C(=C\c1ccccc1)C(=O)N1CCOCC1)c1ccccc1Cl
 : -6, -11%, 7, 0%, -5%, ?, 4%
> O=C(c1ccc(NS(=O)(=O)c2cccc([N+](=O)[O-])c2)cc1)N1CCCCCC1
 : /, 0%, /, /, 2%, 0%, -22%
> Cc1ccc2oc(-c3ccc(C)c(NC(=O)Cc4cccs4)c3)nc2c1
 : 9, 12%, 4, 6%, 10%, 52%[activator], 2%
> O=C(Cc1ccc([N+](=O)[O-])cc1)NC(C(=O)O)C(O)c1cccc([N+](=O)[O-])c1 (configuration not stated)
 : -10, ?, -1, -1%, -2%, 44%[activator], 14%
> Oc1ccc(/C=N/Nc2ccnc3cc(Cl)ccc23)c(O)c1
 : 38*, 0.37µM*, 23*, -2%, 6%, 0.59µM*, -4%
> CCOc1ccc2nc(/N=C/c3c(C)[nH]n(-c4ccccc4)c3=O)sc2c1
 : 61*, -3%, 30*, -20%, -20%, 100%[activator], 12%
> Cc1cc(OCCCCN2C(=O)NC(C)(C)C2=O)cc(C)c1Cl
 : -2, 4%, -2, 11%, /, /, 10%
> S=c1nc(-c2ccco2)[nH][nH]1
 : 20, 1%, -4, 21%, -21%, /, -2%
> Cn1c(C(=O)NN)cc2cc(Oc3ccccc3)ccc21
 : 11, ?, -1, 2%, 6%, 21%, 80%[activator]
> CCc1cccc(NC(=O)CCNS(=O)(=O)c2cc(Br)cnc2N)c1
 : -6, 40%[activator], -5, 3%, 21%, 13µM*, -12%
> Cc1nn(-c2cc(N3CCCCC3)ccc2N)c(=O)c2ccccc12
 : -2, 3%, -3, -1%, -12%, 10%, -2%
> O=C(O)CN1c2cccc3cccc(c23)S1(=O)=O
 : -1, 16%, 8, -6%, 3%, 39%[activator], 1%
> COc1ccccc1N(CC(=O)NC(C)(C)C)S(=O)(=O)c1cccs1
 : 14, -11%, 6, 5%, 2%, -8%, 14%
> CSc1nc(C)c(CCOC(=O)c2ccccc2)c(=O)[nH]1
 : -10, ?, 1, 2%, -6%, ?, 20%
> CC(=O)c1ccc(NC(=O)C(C)Nc2ccc(Cl)cc2)cc1 (configuration not stated)
 : 20, 34%[activator], 9, -3%, 4%, ?, -2%
> COc1cccc(COC(=O)Cc2ccc(S(=O)(=O)N3CCOCC3)s2)c1OC
 : /, -2%, /, /, 1%, ?, 16%
> CC1(C)C[C@H](O)[C@]2(CO)CC[C@]3(C)C(=CCC4[C@@]5(C)CC[C@H](O)C(C)(C)C5CC[C@]43C)[C@@H]2C1 (some centres not stated)
 : /, 7%, /, /, 4%, 2%, 7%
> O=C(O)/C=C/C(=O)Nc1ccc(N2CCOCC2)nc1N1CCOCC1
 : -10, -3%, -1, -6%, ?, -6%, -4%
> Cn1c(/C=C/c2ccc([N+](=O)[O-])o2)nc2ccccc2c1=O
 : 19, ?, 1, 1%, -5%, ?, 9%

Entries above with an NH in an aromatic ring:
Each structure is followed by: Shiga toxin inh, Pf growth 96h, Cycloheximide cs, LmPK inh, TbPYK inhibitor, Pf growth 48h, AMA1-RON2 inh
> O=C(CSc1nc2[nH]ncc2c(=O)n1-c1ccc(Cl)c(Cl)c1)NCc1ccccc1Cl
 : -18, ?, 0, 1%[11.5 µM], 2%, ?, 61%[activator]
> Cc1cc(C)c2cc(C(c3nnnn3C3CCCC3)N3CCOCC3)c(=O)[nH]c2c1 (configuration not stated)
 : -4, 0%, 13, 1%, 3%, ?, 3%
> CC(=NCCc1c[nH]c2ccccc12)c1c(O)n(Cc2ccccc2)c(=O)[nH]c1=O
 : -11, ?, 1, -1%, 7%, ?, -13%
> Cc1[nH]c(C)c(S(=O)(=O)NCc2ccc(F)cc2)c1C(=O)N1CCCCC1
 : -8, ?, -10, -7%, 22%, -9%, 2%
> Cc1cc(=O)[nH]c(SCC(=O)c2ccccc2)c1C#N
 : -17, 50%[activator], -1, -8%, -10%, 36%[activator], -4%
> Cc1cc(C)n(CC(C)NCc2cn[nH]c2-c2ccc(C)c(C)c2)n1 (configuration not stated)
 : 0, ?, -3, 1%, -5%, 8%, 5%
> O=C(CCn1[nH]c(=O)c2ccccc2c1=O)OC1CCCCC1
 : 9, ?, 7, 7%, 2%, ?, 12%
> CCOc1ccc2nc(/N=C/c3c(C)[nH]n(-c4ccccc4)c3=O)sc2c1
 : 61*, -3%, 30*, -20%, -20%, 100%[activator], 12%
> S=c1nc(-c2ccco2)[nH][nH]1
 : 20, 1%, -4, 21%, -21%, /, -2%
> CSc1nc(C)c(CCOC(=O)c2ccccc2)c(=O)[nH]1
 : -10, ?, 1, 2%, -6%, ?, 20%
